Assay outcomes (PubChem BioAssay)
NALP3 yeast inh: inhibitors of NALP3 inflammasome in yeast. 330,000 tested, 0.39% active. Yeast reconstituted NLRP3/ASC/caspase-1, beta-gal luminescence, 24 h. inhibition, % at 10 µM;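 active = inhibition of 50% or more; inactive = inhibition below 50%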;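 note: plate controls were induced DMSO wells for no effect and uninduced yeast grown without galactose for full effect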
TIM10 inh: growth inhibitors of TIM10 yeast strain. S. cerevisiae TIM10 strain growth, BacTiter-Glo luminescence, 24 h. inhibition, % at 10 µM. 330,000 tested, 1.4% active;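 active = inhibition of 40% or more at the single tested concentration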;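 note: wild-type TIM10 isogenic control strain grown at permissive 25 °C; 0% = DMSO yeast wells and 100% = minimal medium wells without yeast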
NR3A LBD binder: NR3A (human) ligand-binding domain modulation; NR3A LBD differential scanning fluorimetry, Tm shift; 0% = protein alone, 100% = glycine-bound protein; Tm shift relative to glycine control, % at 25 µM; 340,000 tested, 2.5% active; AID 1259313;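 active = melting temperature shift of at least 10% of the positive control shift, at one fixed dose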
MIN6 prolif: MIN6 beta-cell proliferation induction | MIN6 cells proliferation, ATPlite luminescence, 48 h; cells starved in 0.2% serum; 100% = growth in 10% serum | proliferation, % at 10 µM | AID 2380 | 330,000 tested, 0.29% active;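 active = compounds whose signal lies at least 3.5 SD above the mean of all wells on their plate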;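 note: 0% = DMSO-treated cells in low-serum medium and 100% = 10% serum control; some compounds called inactive have numbers as strong as hits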
tim23-1 inh: tim23-1 yeast growth inhibition; inhibition, % at 20 µM; 330,000 tested, 1.3% active; S. cerevisiae tim23-1 growth, BacTiter-Glo luminescence, 24 h; AID 463212;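 active = growth inhibition of the mutant yeast at or above 50%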;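 note: temperature-sensitive mutant grown at 25 °C; plate controls were DMSO-treated mutant yeast for no effect and medium wells lacking yeast for full effect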
tim10-1 inh: tim10-1 yeast growth inhibition | S. cerevisiae tim10-1 ts strain growth, BacTiter-Glo, 24 h | inhibition, % at 20 µM | 330,000 tested, 2.2% active | AID 463190;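 active = inhibition of at least 40%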;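 note: mutant grown at 25 °C; 0% = DMSO wells with yeast and 100% = wells holding no yeast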
APJ antag: blocks the human apelin receptor APJ | P35414 | CHO-K1 APJ beta-arrestin complementation, luminescence | inhibition, % at 20 µM | 330,000 tested, 0.32% active;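 active = inhibition above about 40% at 20 µM, limit read from the data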;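 note: cells challenged with 10 nM apelin-13 agonist together with compound; plate controls were apelin-13 plus DMSO wells for no effect and DMSO wells lacking apelin-13 for full effect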
Target sequence (P35414 whole entry, looked up): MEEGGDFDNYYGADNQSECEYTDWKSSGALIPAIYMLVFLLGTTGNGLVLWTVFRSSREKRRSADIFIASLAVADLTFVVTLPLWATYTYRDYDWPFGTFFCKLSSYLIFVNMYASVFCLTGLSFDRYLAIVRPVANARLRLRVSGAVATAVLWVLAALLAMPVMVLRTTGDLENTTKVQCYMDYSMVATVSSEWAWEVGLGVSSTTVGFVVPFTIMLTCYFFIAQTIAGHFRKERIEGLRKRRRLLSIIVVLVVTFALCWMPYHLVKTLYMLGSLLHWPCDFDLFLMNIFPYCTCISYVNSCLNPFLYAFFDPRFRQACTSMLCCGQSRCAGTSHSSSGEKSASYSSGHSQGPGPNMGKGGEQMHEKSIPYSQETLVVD
APJ agonist: APJ receptor agonism; P35414; CHO-K1 APJ PathHunter beta-arrestin, luminescence; 0% DMSO wells, 100% apelin; activation, % at 20 µM; 330,000 tested, 0.11% active; AID 2520;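 active = activation more than six SD over the plate average, tested at 20 µM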;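 note: 0% = DMSO alone and 100% = apelin-13 at 10 nM; some results filed as inactive read as strong as hits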
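Material: CHO-K1 APJ beta-arrestin complementation cell line; Input: cell density 1000 per well; Incubation: compound stimulation 90 min at 25 °C, detection 60 min; Signal: luminescence from split beta-galactosidase complementation, Galacton Star/Emerald II substrate; Controls: DMSO-only wells as negative, 10 nM Apelin-13 as positive control.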
MPTP block: permeability transition pore inhibition; AID 602449; 360,000 tested, 1.4% active; isolated mouse mitochondria, Ca2+ swelling absorbance, 30 min; inhibition, % at 10 µM;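 active = inhibition of 50% or more, scaled per plate between neutral and stimulator controls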;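 note: 0% = DMSO wells given calcium and 100% = 1 mM EGTA wells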
Starred values were filed as active, the others as inactive; & = joins results of further samples.

`CCn1ncc(CN2CCN(C(=O)Nc3ccccc3C(=O)OC)CC2)c1C` gave NALP3 yeast inh 23.2, TIM10 inh 10.3, NR3A LBD binder -0.6, MIN6 prolif -1.5, tim23-1 inh 5.1, tim10-1 inh 4.1, APJ antag -18.4, APJ agonist 0.6 and MPTP block 0.5.
For COc1ccccc1CNC(=O)COc1cccnc1[N+](=O)[O-] the results were NALP3 yeast inh 21.8, TIM10 inh 13.6, NR3A LBD binder 2.9, MIN6 prolif 0.0, tim23-1 inh -0.5, tim10-1 inh -7.5, APJ antag 16.9, APJ agonist -1.0 and MPTP block -1.6.
CCc1nc(C)c(C(=O)N2CCCC(C(=O)Nc3cccc(-c4cccc(C)c4)c3)C2)o1 (stereo not drawn) was read as NALP3 yeast inh 12.8, TIM10 inh -15.3, NR3A LBD binder -2.7, MIN6 prolif -4.5, tim23-1 inh 11.7, tim10-1 inh 26.8, APJ antag -16.8, APJ agonist -2.8 and MPTP block 0.3.
Cc1ccc(C(=O)/C=C\NCc2ccccc2)cc1 was read as NALP3 yeast inh 10.4, TIM10 inh -4.2, NR3A LBD binder 1.1, MIN6 prolif 0.0, tim23-1 inh 24.5, tim10-1 inh 25.4, APJ antag -8.9, APJ agonist -2.2 and MPTP block 3.5.
`c1ccc2[nH]c(-c3ccnc4ccccc34)nc2c1` gave NALP3 yeast inh 17.4&14.7, TIM10 inh 3.3&13.4, NR3A LBD binder 0.8&3.3, MIN6 prolif 0.9&-0.7, tim23-1 inh -16.7&-8.6, tim10-1 inh -15.2&6.1, APJ antag -6.1&-4.2, APJ agonist -2.8&2.7 and MPTP block -1.3&2.5.
Screening O=C(Cn1cc(CCO)nn1)N1CCNCC1 returned NALP3 yeast inh -6.5, TIM10 inh -4.0, NR3A LBD binder 0.1, MIN6 prolif -3.2, tim23-1 inh -0.2, tim10-1 inh -9.3, APJ antag -54.7, APJ agonist 6.1 and MPTP block -0.2.
For Nc1cc(N2CCCC2)ccc1[N+](=O)[O-] the results were NALP3 yeast inh 24.8, TIM10 inh 12.6, NR3A LBD binder -0.3, MIN6 prolif -1.9, tim23-1 inh -4.0, tim10-1 inh 11.7, APJ antag -8.0, APJ agonist -0.6 and MPTP block 0.5.
Cc1ccc(Sc2c([N+](=O)[O-])ncn2C)cc1 was read as NALP3 yeast inh -18.4, TIM10 inh 19.2, NR3A LBD binder 0.2, MIN6 prolif -0.6, tim23-1 inh 17.3, tim10-1 inh 25.9, APJ antag -0.9, APJ agonist -2.7 and MPTP block -0.9.
Screening N#Cc1ccc(-c2ccc(OCC(=O)NCCc3ccccc3)cc2)cc1 returned NALP3 yeast inh 20.3, TIM10 inh -0.1, NR3A LBD binder 3.4, MIN6 prolif 2.7, tim23-1 inh -8.1, tim10-1 inh -6.2, APJ antag 4.7, APJ agonist 0.1 and MPTP block 6.9.
`COc1ccc(CS(=O)(=O)CC(C)(O)c2ccccc2)cc1` (stereo not drawn) gave NALP3 yeast inh 7.2, TIM10 inh 6.8, NR3A LBD binder -0.7, MIN6 prolif 0.0, tim23-1 inh 2.8, tim10-1 inh -4.6, APJ antag 11.1, APJ agonist -1.5 and MPTP block -0.8.
For O=C(Nc1ccc(Oc2ccccc2)nc1)C1CCCCN1Cc1cccc(OCCO)c1 (stereo not drawn) the results were NALP3 yeast inh 11.7, TIM10 inh 2.0, NR3A LBD binder -2.6, MIN6 prolif -2.4, tim23-1 inh 5.3, tim10-1 inh 12.7, APJ antag -49.2, APJ agonist -1.0 and MPTP block -0.3.
CCOC(=O)CC1COCCN1C(=O)c1ccc2oc(Cc3ccccc3)nc2c1 (stereo not drawn) was read as NALP3 yeast inh 7.7, TIM10 inh 9.7, NR3A LBD binder -1.6, MIN6 prolif 0.5, tim23-1 inh 17.6, tim10-1 inh 13.0, APJ antag -1.2, APJ agonist -3.7 and MPTP block -0.4.
CSc1nnc(-c2cc(Br)ccc2N=Cc2c(C)[nH]n(-c3ccccc3)c2=O)c(=O)[nH]1 was read as NALP3 yeast inh -4.2, TIM10 inh 8.3, NR3A LBD binder -2.4, MIN6 prolif 0.1, tim23-1 inh 19.6, tim10-1 inh 23.8, APJ antag -4.0, APJ agonist -5.7 and MPTP block 1.3.
`O=C(CN1CCN(S(=O)(=O)c2ccccc2)CC1)Nc1ccccc1Cl` gave NALP3 yeast inh 24.4, TIM10 inh -25.0, NR3A LBD binder -1.6, MIN6 prolif 3.7, tim23-1 inh 19.4, tim10-1 inh 3.9, APJ antag 10.3, APJ agonist -6.4 and MPTP block 0.2.
COc1ccc(/C=N/NC(=O)Cn2cc(C(F)(F)F)ccc2=O)cc1 was read as NALP3 yeast inh 3.9, TIM10 inh 6.9, NR3A LBD binder 0.7, MIN6 prolif 6.3, tim23-1 inh 10.8, tim10-1 inh 8.1, APJ antag 15.1, APJ agonist -1.2 and MPTP block -0.7.
For COc1ccc(S(=O)(=O)N2CCCCC2)cc1NC(=O)CCCNC(=O)c1ccc(Cl)cc1 the results were NALP3 yeast inh 13.9, TIM10 inh -0.5, NR3A LBD binder -1.5, MIN6 prolif 5.6, tim23-1 inh 11.3, tim10-1 inh 11.4, APJ antag -2.4, APJ agonist -1.6 and MPTP block -2.1.
`CCOC(=O)N1CCN(C(=O)CSc2ccc3nnc(-c4cccnc4)n3n2)CC1` gave NALP3 yeast inh 5.3, TIM10 inh -7.5, NR3A LBD binder 0.8, MIN6 prolif -1.4, tim23-1 inh -3.6, tim10-1 inh 9.5, APJ antag 7.9, APJ agonist -3.5 and MPTP block -2.0.
`CC(=O)Nc1nc(Cn2nnc(-c3ccc4c(c3)OCO4)n2)nc(N(C)C)n1` gave NALP3 yeast inh -5.6, TIM10 inh 2.8, NR3A LBD binder -0.8, MIN6 prolif 8.8*, tim23-1 inh 3.1, tim10-1 inh 26.7, APJ antag -6.2, APJ agonist -3.5 and MPTP block -0.9.
For COc1cc2c(cc1OC)C(C)N(C(=S)NC(=O)c1ccccc1)CC2 (stereo not drawn) the results were NALP3 yeast inh 24.8, TIM10 inh 12.4, NR3A LBD binder -0.8, MIN6 prolif 0.4, tim23-1 inh 31.2, tim10-1 inh 26.5, APJ antag 18.5, APJ agonist -3.0 and MPTP block 0.4.
For COC(=O)c1ccc(COC(=O)CSCC(=O)Nc2ccc(C)cc2C)cc1 the results were NALP3 yeast inh 13.6, TIM10 inh 7.2, NR3A LBD binder 0.4, MIN6 prolif -3.2, tim23-1 inh 16.7, tim10-1 inh 9.0, APJ antag 1.3, APJ agonist -2.8 and MPTP block 0.0.
COc1ccc2nc(C)cc(N/N=C/c3ccccc3)c2c1 was read as NALP3 yeast inh 11.6, TIM10 inh 5.5, NR3A LBD binder -3.6, MIN6 prolif -7.8, tim23-1 inh 5.6, tim10-1 inh 10.1, APJ antag -10.1, APJ agonist 21.0 and MPTP block 24.8.
For Cc1nc(SCC(=O)Nc2cc(Cl)ccc2[N+](=O)[O-])nc(C)c1C the results were NALP3 yeast inh 13.3, TIM10 inh -1.5, NR3A LBD binder -4.3, MIN6 prolif -0.3, tim23-1 inh 32.7, tim10-1 inh 26.7, APJ antag -5.4, APJ agonist 1.4 and MPTP block 0.2.
COCCCNc1nc2c(-c3ccc(C)cc3)nnn2c2ccccc12 was read as NALP3 yeast inh 8.6, TIM10 inh -6.2, NR3A LBD binder -0.4, MIN6 prolif -0.3, tim23-1 inh 11.0, tim10-1 inh 12.6, APJ antag 8.0, APJ agonist 0.4 and MPTP block 3.0.
Screening O=C(O)c1ccccc1/C=N/NC(=O)C1CCCC1 returned NALP3 yeast inh 8.7, TIM10 inh 4.0, NR3A LBD binder -0.5, MIN6 prolif 2.9, tim23-1 inh 4.8, tim10-1 inh -5.0, APJ antag 9.4, APJ agonist 1.3 and MPTP block -1.0.
COc1ccc2nc(NC(=O)CSCc3c(C)noc3C)sc2c1 was read as NALP3 yeast inh 11.1, TIM10 inh -18.1, NR3A LBD binder -0.4, MIN6 prolif 4.8, tim23-1 inh 6.5, tim10-1 inh 5.9, APJ antag -23.4, APJ agonist 7.3 and MPTP block -0.5.
COc1ccc(Cn2c(=S)[nH]c3cc(C(=O)NCc4cccnc4)ccc3c2=O)cc1 was read as NALP3 yeast inh -7.6, TIM10 inh -25.7, NR3A LBD binder -16.8, MIN6 prolif -0.1, tim23-1 inh -29.3, tim10-1 inh 9.0, APJ antag 15.7, APJ agonist -2.5 and MPTP block -2.2.
`CN(C)c1cccc(NC(=O)NC2(C)CCS(=O)(=O)C2)c1` (stereo not drawn) gave NALP3 yeast inh 8.5, TIM10 inh -8.6, NR3A LBD binder -0.1, MIN6 prolif 0.0, tim23-1 inh 13.7, tim10-1 inh -7.2, APJ antag -19.5, APJ agonist 1.2 and MPTP block -2.8.
COc1cc(S(=O)(=O)Nc2ccccc2)ccc1N=Cc1c(C)[nH]n(-c2ccc(C)cc2)c1=O was read as NALP3 yeast inh 9.9, TIM10 inh 9.5, MIN6 prolif -3.0, tim23-1 inh -25.4, tim10-1 inh -3.5, APJ antag -2.5 and APJ agonist -0.7.
For O=C(O)c1cc(Nc2nc(N3CCOCC3)nc(N3CCOCC3)n2)ccc1Cl the results were NALP3 yeast inh -1.0, TIM10 inh 8.5, NR3A LBD binder -0.6, MIN6 prolif -2.4, tim23-1 inh -10.9, tim10-1 inh 10.1, APJ antag 17.6, APJ agonist -1.7 and MPTP block 1.4.
Screening CCOC(=O)C1=C(c2ccccc2)OC(N)=C(C#N)C1c1cccs1 (stereo not drawn) returned NALP3 yeast inh -7.4, TIM10 inh 21.9, NR3A LBD binder 1.4, MIN6 prolif -2.4, tim23-1 inh 12.9, tim10-1 inh 23.7, APJ antag 10.8, APJ agonist -5.2 and MPTP block -1.5.
CNC(=S)N/N=C/c1c(C)c(C(=O)c2ccc(F)cc2)n2ccccc12 was read as NALP3 yeast inh 11.1, TIM10 inh 9.4, NR3A LBD binder -0.2, MIN6 prolif -4.0, tim23-1 inh -3.5, tim10-1 inh -2.5, APJ antag 8.9, APJ agonist -1.7 and MPTP block 2.0.
`CC1=C(C(=O)OC(C)C)C(c2cccs2)NC(=S)N1` (stereo not drawn) gave NALP3 yeast inh 25.8, TIM10 inh 10.0, NR3A LBD binder -1.9, MIN6 prolif -1.6, tim23-1 inh 14.6, tim10-1 inh 29.5, APJ antag 4.6, APJ agonist -3.0 and MPTP block 1.6.
CSc1nsc(/C=C/Nc2ccc(C)cc2)c1C#N was read as NALP3 yeast inh 10.8, TIM10 inh 27.6, NR3A LBD binder 0.1, MIN6 prolif -4.2, tim23-1 inh 32.7, tim10-1 inh 29.2, APJ antag -9.6, APJ agonist 0.0 and MPTP block 1.4.
`O=c1ccc2cc(O)c(O)cc2o1` gave NALP3 yeast inh 23.5, TIM10 inh 3.1, NR3A LBD binder -0.9, MIN6 prolif -1.4, tim23-1 inh 4.3, tim10-1 inh 13.5, APJ antag -2.9, APJ agonist 0.8 and MPTP block -2.0.

In the list so far, 2 contain a COOH group:
Screening O=C(O)c1ccccc1/C=N/NC(=O)C1CCCC1 returned NALP3 yeast inh 8.7, TIM10 inh 4.0, NR3A LBD binder -0.5, MIN6 prolif 2.9, tim23-1 inh 4.8, tim10-1 inh -5.0, APJ antag 9.4, APJ agonist 1.3 and MPTP block -1.0.
For O=C(O)c1cc(Nc2nc(N3CCOCC3)nc(N3CCOCC3)n2)ccc1Cl the results were NALP3 yeast inh -1.0, TIM10 inh 8.5, NR3A LBD binder -0.6, MIN6 prolif -2.4, tim23-1 inh -10.9, tim10-1 inh 10.1, APJ antag 17.6, APJ agonist -1.7 and MPTP block 1.4.
